KCNQ2 block: KCNQ2 channel blockers in CHO-K1 cells – cell-based, FluxOR thallium flux, B-score, primary screen (AID 2156). 310,000 compounds, 1.1% hits. B-score at 10 µM. 20 min; hits give low values;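 active = fluorescence ratio B-score at most minus 3 library SDs, with starting brightness B-score within 2 library SDs, cut at about -5.5 in these data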
Target sequence (O88943 whole entry, looked up): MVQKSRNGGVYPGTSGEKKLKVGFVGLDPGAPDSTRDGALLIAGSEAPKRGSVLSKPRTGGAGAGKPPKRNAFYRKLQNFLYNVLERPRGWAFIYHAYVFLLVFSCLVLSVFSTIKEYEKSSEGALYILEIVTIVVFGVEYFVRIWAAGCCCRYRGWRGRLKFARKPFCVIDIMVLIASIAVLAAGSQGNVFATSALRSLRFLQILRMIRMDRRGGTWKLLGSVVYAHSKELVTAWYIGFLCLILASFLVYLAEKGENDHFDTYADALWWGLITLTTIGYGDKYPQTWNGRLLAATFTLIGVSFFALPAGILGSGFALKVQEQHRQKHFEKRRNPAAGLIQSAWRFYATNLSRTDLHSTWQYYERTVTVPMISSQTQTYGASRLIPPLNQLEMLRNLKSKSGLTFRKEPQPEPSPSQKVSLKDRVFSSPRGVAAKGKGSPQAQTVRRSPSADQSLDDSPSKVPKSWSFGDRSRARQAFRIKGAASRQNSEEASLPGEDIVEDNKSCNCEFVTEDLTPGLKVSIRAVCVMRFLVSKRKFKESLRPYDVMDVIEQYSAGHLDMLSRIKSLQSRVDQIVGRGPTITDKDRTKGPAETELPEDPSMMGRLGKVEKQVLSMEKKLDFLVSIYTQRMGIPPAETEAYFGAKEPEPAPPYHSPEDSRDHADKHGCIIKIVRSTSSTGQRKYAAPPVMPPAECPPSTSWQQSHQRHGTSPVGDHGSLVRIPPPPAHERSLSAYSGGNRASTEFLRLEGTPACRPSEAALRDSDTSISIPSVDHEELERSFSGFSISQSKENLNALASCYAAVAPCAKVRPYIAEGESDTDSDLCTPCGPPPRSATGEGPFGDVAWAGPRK
Kir21 inh: Kir2.1 (mouse) channel inhibition; 310,000 compounds, 0.85% hits; B-score at 10 µM; HEK293-Kir2.1, FluxOR thallium flux fluorescence; hits give low values; AID 1672;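 active = fluorescence ratio B-score at or below minus 3 SD of library scores, with starting-brightness B-score within 2 SD, cut at about -4.2 in these data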;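 also: channel flux triggered by added potassium and thallium sulfate stimulus; B-score of peak minus minimum fluorescence over baseline after thallium stimulus; more negative B-score means stronger Kir2.1 block with less thallium influx; some compounds called inactive have numbers as strong as hits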
STK33 inh: blocks human STK33 kinase activity; purified STK33, MBP phosphorylation, ADP-Glo luminescence; inhibition, % at 10 µM; 320,000 compounds, 0.073% hits;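 active = inhibition at or above 25%, using the most active replicate where run in duplicate; inactive = inhibition below 25%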
* = called active by the depositor; i = inactive; . = not tested or not shown.

SMILES	KCNQ2 block	Kir21 inh	STK33 inh
CCCSc1nnc(CSc2nc3ccccc3s2)n1-c1ccccc1	i	-2.3	0.2
Cc1cc(C(=O)COC(=O)c2cccnc2Cl)c(C)n1CC1CCCO1 (stereo not given)	i	-1.6	0.3
CCOC(=O)Cn1cc(C(=O)c2ccco2)c2ccccc21	i	-0.79	-0.1
CN(C)c1ccc(N2C(=NC(=O)C3CCCO3)SC3CS(=O)(=O)CC32)cc1 (stereo not given)	i	-0.66	1.1
Cc1ccc2nc(NC(=O)CCNS(=O)(=O)c3cccs3)sc2c1	i	-2	3.4
O=C(NCc1cccc(C(F)(F)F)c1)c1cc(Cl)ccc1Cl	i	-0.44	-0.5
COc1ccc(N/C=C/C(=C(C#N)C#N)N(C)C)cc1	i	0.76	-1.1
COc1ccccc1OCCC(=O)OCC(=O)Nc1ccc(Br)cc1	i	-0.07	4.9
O=C(NNC(=O)C1CC1)Nc1ccc(Cl)cc1	i	-0.06	-0.7
Cc1oc2ccc(OCc3ccc(Br)cc3)cc2c1C(=O)O	i	-0.04	0.4
c1ccc2c(CN3CCOCC3)csc2c1	i	0.82	-2.0
CON=C1CCN(c2ncc(C(F)(F)F)cc2Cl)CC1	i	0.51	-1.7
COC(=O)C/C=N/N=C1/NC(=O)/C(=C/C(=O)O)S1	i	0.19	-1.7
O=C(N=C1SC2CS(=O)(=O)CC2N1c1ccccc1)C1CCCCC1 (stereo not given)	i	-0.51	-0.6
Cc1ccc(C(CNS(=O)(=O)c2ccc(Br)cc2)N2CCN(C)CC2)cc1 (stereo not given)	i	-4	0.0
CCCn1c(SCC(=O)Nc2ccc(NC(C)=O)cc2)nc2c1c(=O)n(C)c(=O)n2C	i	-1.9	-1.1
CCCNCc1cc(OC)c(OCC(=O)Nc2ccccc2)cc1Br	i	-0.88	-0.3
COc1ccc(NC(=O)c2cn(-c3ccccc3)nc2-c2ccncc2)cc1	i	0.03	-1.2
O=C(c1ccc(NS(=O)(=O)c2ccccc2)cc1)N1CCN(Cc2ccc3c(c2)OCO3)CC1	i	-1.2	-2.4
CC(=O)Nc1ccc(NC(=O)CSc2n[nH]c(-c3cccs3)n2)cc1	i	-0.91	1.4

Structural class: the compounds so far with two or more sulfur atoms
SMILES	KCNQ2 block	Kir21 inh	STK33 inh
CCCSc1nnc(CSc2nc3ccccc3s2)n1-c1ccccc1	i	-2.3	0.2
CN(C)c1ccc(N2C(=NC(=O)C3CCCO3)SC3CS(=O)(=O)CC32)cc1 (stereo not given)	i	-0.66	1.1
Cc1ccc2nc(NC(=O)CCNS(=O)(=O)c3cccs3)sc2c1	i	-2	3.4
O=C(N=C1SC2CS(=O)(=O)CC2N1c1ccccc1)C1CCCCC1 (stereo not given)	i	-0.51	-0.6
CC(=O)Nc1ccc(NC(=O)CSc2n[nH]c(-c3cccs3)n2)cc1	i	-0.91	1.4

Next results follow:
SMILES	KCNQ2 block	Kir21 inh	STK33 inh
O=C(N/N=C/c1cc([N+](=O)[O-])ccc1Cl)c1ccc2nc[nH]c2c1	i	-0.02	2.1
O=C(Cn1cc(S(=O)(=O)Cc2ccccc2F)c2ccccc21)N1CCOCC1	i	-0.21	0.3
CCOC(=O)c1sc(NC(=O)CSc2ncn(-c3ccccc3)n2)nc1C	i	0.44	-0.5
CSc1ccccc1NC(=O)c1ccc([N+](=O)[O-])cc1	i	-0.04	-1.3
CC(C)CCN1C(Nc2ccccc2)=NC[C@@H]1C	i	2.6	0.8
NNC(=O)c1ccc(Cn2cc(Cl)cn2)o1	i	0.13	-1.0
CCOc1cccc(N2CCN(CCNC(=O)Nc3ccc(C)cc3)CC2)c1C	i	0.35	-0.1
Cc1nc2cc(C(=O)OCC(=O)NC34CC5CC(CC(C5)C3)C4)ccc2n1-c1ccccc1	i	0.56	-1.1
O=C(CSc1cccc[n+]1[O-])Nc1ccc(N2CCOCC2)cc1	i	0.5	0.8
O=C(NCC12CC3CC(CC(C3)C1)C2)c1cc2n(n1)C(C(F)(F)F)CC(c1ccco1)N2 (stereo not given)	i	-0.04	-1.3
CC(C)(C)NC(=O)/C=C/c1cccs1	i	-1.2	0.6
O=C(O)CCNC(=O)OCC1c2ccccc2-c2ccccc21	i	0.63	-1.3
CCSc1nnc(NC(=O)c2ccccn2)s1	i	0.02	-2.3
Cc1cccc(C(=O)NC(=S)Nc2ccc3[nH]c(=O)[nH]c3c2)c1	i	0.06	2.4
O=C(Nc1cccc(-c2nn[nH]n2)c1)c1csc2c1CCCC2	i	-0.41	4.7
Cn1ncc2c(NNC(=O)Cc3ccccc3)ncnc21	i	0.41	-1.5
CCN(CC)S(=O)(=O)c1cccc(C(=O)/C=C2/N(C)c3ccccc3C2(C)C)c1	i	-0.02	-1.7
N#Cc1c(-c2ccccc2)c(-c2ccccc2)nn(CC(=O)NNC(=O)Nc2ccc(Cl)cc2)c1=O	i	0.09	-0.7
N#C/C(=C\c1cccnc1)C(=O)Nc1ccccc1[N+](=O)[O-]	i	-0.72	-1.6
CCCS(=O)(=O)N1CCN=C1SCc1cccc(C)c1	i	-1.6	-0.5
O=C(NCCS(=O)(=O)N1CCN(c2ccccc2)CC1)C1CC1	i	0.8	-1.3
O=C(O)C(Cc1ccccc1)N1C(=O)/C(=C/c2ccccc2)SC1=S (stereo not given)	i	-1.7	-0.5
COc1ccc2[nH]cc(C(=O)CN(C)CCc3ccc(OC)c(OC)c3)c2c1	i	0.69	-0.8
CCOc1cc(C(=O)OCC(=O)NCc2ccco2)cc(OCC)c1OCC	i	-3.3	-0.1
CC(NC(=O)c1ccccc1)C(=O)N/N=C/c1ccc(O)cc1 (stereo not given)	i	-1.2	-0.5
C=CCNC(=O)c1cc(Cl)cc(Cl)c1	i	0.3	0.3
Cc1cccc(NC(=O)/C=C/c2ccc(Cl)cc2)n1	i	-0.63	-0.8
O=C1NC(c2ccccc2)=NC1(NS(=O)(=O)c1ccccc1)C(F)(F)F (stereo not given)	i	2	0.1
O=C(NCC(c1cccnc1)N1CCN(c2ccccc2F)CC1)c1ccco1 (stereo not given)	i	1.7	-1.0
COc1ccc(CSc2nncn2C)cc1[N+](=O)[O-]	i	1.9	-0.7
COC(=O)c1ccc(NC(=O)C2CCCO2)cc1 (stereo not given)	i	1.4	-0.3
O=C(Cc1cccc2ccccc12)NC(=S)Nc1cccc(C(=O)O)c1	i	0.46	0.3
CCn1cc(C(=O)O)c(=O)c2cc(F)c(N/N=C/c3ccccc3[N+](=O)[O-])cc21	i	0.28	-3.2
CCOC(=O)Cc1csc(NC(=O)Cc2ccc(C)cc2)n1	i	0.86	-1.6
Cc1ncc(CN=Cc2ccc(Cl)cc2)c(N)n1	i	0.79	-1.6
Nc1ccccc1SCC1CSc2nc3ccccc3c(=O)n21 (stereo not given)	i	-0.02	-0.8
COc1cc(NC(=O)CNC(=O)Cn2c(C)cc3ccccc3c2=O)cc(OC)c1OC	i	-1.6	-1.2
Cc1ccc(C)c(NC(=S)c2ccc3ccccc3n2)c1	i	2.4	-1.4
O=C(COc1cc2oc(=O)c3c(c2cc1Cl)CCCC3)NCc1cccnc1	i	-0.1	3.4
CCOC(=O)c1c(C)[nH]c(C(=O)COC(=O)C(C)N2C(=O)C3CCCCC3C2=O)c1C (stereo not given)	i	1.5	-1.6
O=C(CCCCCNC(=S)Nc1ccc(Cl)cc1)C[N+](=O)[O-]	i	-0.6	-1.3
Cc1ccsc1C(=O)N/N=C/C=C/c1ccccc1[N+](=O)[O-]	i	-0.02	-0.4
Cc1cccc(OCC(=O)Nc2cc(NC(=O)COc3cccc(C)c3C)cc(C(=O)O)c2)c1C	i	-0.01	-1.8
Cc1cccc(NC(=O)NNC(=O)c2cc3occc3[nH]2)c1C	i	1.1	-1.7
Cc1cc(Cl)ccc1NC(=S)N1CCN(C(=O)C2CCCO2)CC1 (stereo not given)	i	0.88	-0.2
Cc1cc(=O)[nH]c2ccc(S(=O)(=O)NC3CCCCC3)cc12	i	-1.6	-2.0
C=CCNc1nc(N2CCOCC2)c(C#N)c2c1CN(C)CC2	i	-1.2	0.0
O=C(CN1CCCCCC1)Nc1ccc(F)c(F)c1	i	1.8	0.7
COC(=O)c1ccccc1N=Nc1c(C)n[nH]c1C	i	0.01	4.7
O=C(Nc1ccccc1C(=O)NCCCN1CCOCC1)c1cccc([N+](=O)[O-])c1	i	-0.72	0.0
COc1ccccc1CNC(=O)CCc1c(C)nc2cc(-c3ccccc3OC)nn2c1C	i	-0.04	-1.6
CCOC(=O)c1c(C)[nH]c(C(=O)NNC(=O)c2ccc(C(C)(C)C)cc2)c1C	i	0.34	0.8
CCN(C(=O)CSc1ccc2ccccc2c1)C1CCS(=O)(=O)C1 (stereo not given)	i	-0.9	0.9
O=C(CCN1CCOCC1)NCc1ccccc1	i	-0.21	.
Nc1c(-c2ccccc2)cnc2ncnn12	i	1.2	0.6
CN(C)CCN(C)Cc1ccccc1Sc1cccc2ccccc12	i	-7.1*	-1.0
CCc1nnc(NS(=O)(=O)c2ccc(N/C=C\C(=O)c3ccc(F)cc3)cc2)s1	i	-0.23	.
CC(=O)COc1cccc2ccc(/C=C/c3ccc(Br)s3)nc12	i	-0.01	-1.9
O=C(NNC(=O)c1ccc2c(=O)n3c(nc2c1)CCC3)c1ccc(F)cc1	i	2.1	-1.4
COC(=O)COc1ccc(S(=O)(=O)N2CCCCC2)cc1[N+](=O)[O-]	i	-0.33	0.0

Other structures follow.
SMILES	KCNQ2 block	Kir21 inh	STK33 inh
Cc1ccc(OCCNCC(O)COc2ccccc2)cc1 (stereo not given)	i	-1.4	-2.3
CN1CCN(Cc2c(O)ccc3cc(Br)ccc23)CC1	i	-2.8	0.6
CCSc1ccccc1C(=O)Nc1cc(OC)c(OC)c(OC)c1	i	-0.61	-0.3
Cc1occc1C(=O)N/N=C/c1ccc2c(c1)OCO2	i	0	9.2
CCOc1cc(-c2nc3cc(C)ccn3c2NCC2CCCO2)ccc1O (stereo not given)	-5.6*	-1.2	-0.6
O=[N+]([O-])c1ccccc1Sc1nccn1Cc1ccccc1	-6.5*	-4.9*	-1.5
COc1ccc(OC)c2c(C)cc(NCCN3CCOCC3)nc12	i	-0.74	-3.0
CCN(C(=O)Cn1nc(C)c([N+](=O)[O-])c1C)c1c(N)n(Cc2ccccc2)c(=O)[nH]c1=O	i	-0.7	0.0
Cc1cc(C(=O)OCC(=O)NC2CCS(=O)(=O)C2)c2ccccc2n1 (stereo not given)	i	0.77	-1.0
COc1ccc(Br)cc1/C=C/C(=O)NC(=S)Nc1ccc(CN2CCOCC2)cc1	-6.3*	-0.02	-1.0
CCOc1ccc(C(C)NC(=O)Cc2ccccc2F)cc1OCC (stereo not given)	i	-0.55	-1.9
COc1cccc(Oc2ccc(OC)cc2C(=O)O)c1	i	-0.23	-0.2
COc1ccc(C2=NC(=O)NC2c2ccc(OC)cc2)cc1 (stereo not given)	i	-0.65	3.2
CCOC(=O)c1sc(NC(=O)CNCc2ccccn2)c(C(=O)OCC)c1C	i	0.67	-2.6
CCN1C(=O)c2cccc3c(NC(=O)c4ccc(S(=O)(=O)N5CCOCC5)cc4)ccc1c23	i	0	-0.9
COC(=O)c1cc2c(s1)-c1cc(F)ccc1OC2	i	-0.13	-0.1
COC(OC)C1(C)C(C#N)=C(N)Oc2c1c(=O)oc1ccccc21 (stereo not given)	i	-0.14	0.5
CCC(C)c1ccc2oc(-c3ccc(NC(=O)c4ncn[nH]4)cc3)nc2c1 (stereo not given)	i	-0.89	1.4
Cc1sc2nc(CSc3ccccc3)nc(N3CCN(C)CC3)c2c1C	i	-4.7*	0.5
COc1ccc(/C=C/C(=O)C(C(N)=O)=C2SCCS2)cc1	i	1	-1.0
CCOC(=O)CSc1nc2ccccc2n1CC(=O)NC(C)(C)C	i	1.8	-0.9
Cc1cccn2c(=O)nc(SCC(=O)Nc3ccc4c(c3)OCO4)nc12	i	-1.5	-0.9
CCOC(=O)N1CCN(CCC(=O)c2ccc(OC)cc2)CC1	i	0.19	-4.0
Cc1ccc(N2CC(C(=O)Nc3nnc(SCCN4CCOCC4)s3)CC2=O)cc1 (stereo not given)	i	-0.56	-1.2
Cc1c(-c2ccccc2)nnn1-c1ccc(F)cc1F	i	0.62	-0.9
COc1cc(C2C(C#N)=C(N)Oc3n[nH]c(C)c32)cc2c1OCO2 (stereo not given)	i	-0.41	-1.7
Cc1cc2nnc(SCC(=O)Nc3ccc(Cl)cc3)n2c(N)n1	i	-0.03	0.6
CN(C)CCNc1oc(COc2cccc(Cl)c2)nc1C#N	i	1.3	-0.9
N#Cc1ccc(COC(=O)CSc2nnc(C3CCCCC3)n2N)cc1	i	-0.85	-0.4
O=C(O)c1cc2c(s1)CCCC2	i	-0.97	-1.3
Cc1cc(=O)n2[nH]c(SCc3ccccc3)nc2n1	i	0.58	-0.2
O=C(Cc1ccccc1)Nc1ccccc1N1CCN(c2ccccc2)CC1	i	-0.12	-0.3
Cn1cc(Br)c(C(=O)NC2C3CC4CC(C3)CC2C4)n1 (stereo not given)	i	-0.11	-1.0
C/C(=C\c1ccco1)CN1CCC(N2CCC(C(=O)N3CCOCC3)CC2)CC1	i	-0.22	0.5

Full records, quoted from the list. Order of screens: KCNQ2 block	Kir21 inh	STK33 inh
O=C(Cc1ccccc1)Nc1ccccc1N1CCN(c2ccccc2)CC1 is listed with i	-0.12	-0.3
Cc1cc2nnc(SCC(=O)Nc3ccc(Cl)cc3)n2c(N)n1 is listed with i	-0.03	0.6
Cn1cc(Br)c(C(=O)NC2C3CC4CC(C3)CC2C4)n1 (stereo not given) is listed with i	-0.11	-1.0

Rows were taken by chance, and some 1.9% of all compounds hit somewhere here.
